# Bioassay records deposited in PubChem by several laboratories.
# MITF act: activators of MITF-driven TRPM1 promoter activity in SK-MEL-5 cells. SK-MEL-5 TRPM1-promoter luciferase, 24 h; % of positive control, neutral wells = 0. activation, % at 12.5 µM. hit rate 0.75% among 300,000;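 active means mean activation of at least 80% with every replicate also reaching 80%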;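 further: 0% = neutral control wells and 100% = parthenolide positive control wells; values of inactives mirror those of a sister screen read the other way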
# PvdQ acylase: P. aeruginosa PvdQ acylase inhibition. hit rate 0.063% among 340,000. purified PvdQ acylase, fluorescence plate reader. inhibition, % at 10 µM. AID 488965; in the data active means inhibition above about 30%, passing the limit was not always enough;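 further: 0% = vehicle neutral wells and 100% = reference inhibitor wells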
# SR-BI HDL uptake: blocks mouse SR-BI lipid uptake from DiI-HDL; hit rate 0.96% among 320,000; inhibition, % at 12.5 µM; ldlA[mSR-BI] CHO cells, DiI-HDL uptake fluorescence, 3 h; Q61009;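 active means mean replicate inhibition of at least 70% and a set share of replicates each scoring 70 or more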;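 further: 0% = median of neutral control wells and 100% = median of positive control wells; values of inactives mirror those of a sister screen read the other way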
# Wnt bcat act: Wnt/beta-catenin pathway activation. AID 743398. activation, % at 9.35 µM. Wnt/beta-catenin reporter cell assay, activator, plate reader. hit rate 1.2% among 300,000; in the data active means activation above about 30%, passing the limit was not always enough;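 further: 0% = neutral control wells and 100% = positive control wells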
# Rtt109 HAT inh: blocks Candida albicans Rtt109/Vps75 acetyltransferase activity; hit rate 0.16% among 330,000; Q5AAJ8; AID 540336; purified Rtt109/Vps75, ThioGlo CoA-SH fluorescence, 4 h; inhibition, % at 34.9 µM;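 active means inhibition of at least 50% in every replicate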
# CDK5 inh: blocks human CDK5/p35 kinase activity. Recombinant CDK5/p35, ADP-Glo luminescence, 60 min. inhibition, % at 10 µM. hit rate 0.01% among 330,000. AID 488839;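 active means highest replicate inhibition of at least 50% and at least 75% of replicates reaching 50%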;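 further: plate controls were DMSO neutral control for no effect and GW8510 at 10 µM for full effect; many of its hits are not listed in these tables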
# HTR5A ag ctr: counter-screen for OPRM1-OPRD1 agonists: human HTR5A agonism; AID 504692; P47898; HTR5A agonist assay, luminescence, cell-based; activation, % at 9.3 µM; hit rate 0.61% among 340,000; in the data active means activation mostly above about 9.5%, no sharp cut-off; inactive means mostly below about 7.6%;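 further: 0% = cells with vehicle only and 100% = reference agonist; strong numbers were not always called active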
# Target sequence (P47898 whole entry, looked up): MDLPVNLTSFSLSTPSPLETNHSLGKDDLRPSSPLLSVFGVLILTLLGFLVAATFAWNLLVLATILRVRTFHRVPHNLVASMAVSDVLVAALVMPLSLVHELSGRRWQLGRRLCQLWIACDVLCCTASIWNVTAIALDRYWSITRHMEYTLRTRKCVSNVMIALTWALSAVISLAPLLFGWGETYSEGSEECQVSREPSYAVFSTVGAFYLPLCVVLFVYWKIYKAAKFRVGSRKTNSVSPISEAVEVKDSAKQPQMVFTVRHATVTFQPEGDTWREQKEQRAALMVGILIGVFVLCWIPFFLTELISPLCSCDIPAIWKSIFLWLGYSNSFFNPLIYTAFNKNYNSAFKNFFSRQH
# RTF Ca sens act: cardiac RTF calcium sensitization; hit rate 0.24% among 340,000; IANBD-labeled TnC RTF fluorescence at EC20 calcium; 0% EC20 calcium, 100% full calcium; P19429+P45379; AID 493008; activation, % at 7.2 µM;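 active means activation above the mean over all tested compounds plus 3 SD, cut at about 30% in these data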;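 further: rise in fluorescence read as greater calcium sensitivity of cardiac thin filaments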
# dFosB activator: enhances mouse delta FosB homodimer DNA binding | purified delta FosB, TAMRA-CDK5 oligo fluorescence polarization; percent of positive-control signal above neutral wells | activation, % at 25 µM | hit rate 0.99% among 340,000 | AID 493131;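 active means mean activation above about 17%, with every replicate also reaching it, limit read from the data, passing the limit was not always enough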;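 further: fluorescence polarization rise as delta FosB binds a TAMRA Cdk5 AP-1 oligo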
# Target sequence (P13346 whole entry, looked up): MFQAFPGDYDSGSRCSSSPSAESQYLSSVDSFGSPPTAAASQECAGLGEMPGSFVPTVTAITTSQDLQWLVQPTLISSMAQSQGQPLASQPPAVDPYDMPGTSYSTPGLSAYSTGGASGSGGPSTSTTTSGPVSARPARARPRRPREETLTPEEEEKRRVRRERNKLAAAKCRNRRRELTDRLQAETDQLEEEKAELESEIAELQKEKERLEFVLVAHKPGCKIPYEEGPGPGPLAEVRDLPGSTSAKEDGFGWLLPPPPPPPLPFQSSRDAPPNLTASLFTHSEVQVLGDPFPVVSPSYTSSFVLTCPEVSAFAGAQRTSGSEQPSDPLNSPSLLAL
# SR-BI DiI-HDL act: enhances SR-BI lipid uptake from DiI-HDL; CHO ldlA[mSR-BI] cells, DiI-HDL uptake fluorescence, 3 h; 100 = double the neutral-control signal; activation, % at 12.5 µM; hit rate 0.096% among 320,000; AID 504775;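 active means mean replicate activation of at least 60% and every replicate at or above 60%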;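 further: 0% = median plate neutral-control signal and 100% = twice that signal; values of inactives mirror those of a sister screen read the other way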
#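 material = CHO ldlA[mSR-BI] cells | medium = Ham's F12 with 0.5% BSA, HEPES 25 mM, pH 7.4 | reagent = fluorescent DiI-HDL, 10 µg/mL final | compound dosing = single-point compound dose | incubation = 3 h, 37 °C | measured by = bottom-read fluorescence, 550/595 nm | measure = HDL uptake via cellular fluorescence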
# Numbers without * were called inactive; x = no result given.
cpd	canonical_smiles	CDK5 inh	SR-BI DiI-HDL act	Wnt bcat act	SR-BI HDL uptake	MITF act
1	Cc1occc1C(=O)NNC(=O)c1ccccc1[N+](=O)[O-]	-1.6	32	2	-32	7
2	CC1(C)Cc2c(cnn2-c2cccc(F)c2)C(NC(=O)c2cc[n+]([O-])cc2)C1 (stereo unspecified)	-0.8	2	-3	-2	2
3	CCOC(=O)Cc1nnc2c(Nc3ccc(C)cc3)nc3nonc3n12	0.3	-8	0	8	-9
4	NNC(=O)c1ccc(-c2cccc([N+](=O)[O-])c2)o1	0.8	-12	0	12	4
5	S=C(NCc1cccs1)NCC1CCCO1 (stereo unspecified)	-2.6	12	-2	-12	1
6	O=C(Nc1ccc(Cl)cc1C(=O)N1CCCCC1)c1ccco1	0.4	x	-2	x	x
7	Cc1csc2ncnc(NNC(=O)c3ccc(Cl)cc3)c12	1.2	1	1	-1	-35
8	Cc1ccccc1NC(=O)c1ccc([N+](=O)[O-])o1	-0.3	24	14	-24	-9
9	CCCOc1ccc(C2C(C(=O)c3ccc(C)o3)=C(O)C(=O)N2Cc2ccco2)cc1 (stereo unspecified)	0.5	3	0	-3	7
10	CCOC(=O)c1ccc(CC(=O)c2ccc(O)cc2O)o1	0.5	x	x	x	-50
11	Cc1ccc2oc(C(F)(F)C(F)F)cc(=O)c2c1	-0.7	-3	-3	3	-13
12	O=c1[nH]c(/C=C\c2ccc(O)c(Cl)c2)nc(O)c1[N+](=O)[O-]	2.0	1	-2	-1	8
13	COc1cccc(/C=N/NC(=O)C(=O)N2CCCC2)c1OC	0.3	4	x	-4	1
14	CCCCCOc1ccc(N2C(=O)C3C4C=CC(C3C2=O)N(C)C4=O)cc1 (stereo unspecified)	-0.4	-8	1	8	x
15	Cc1ccc(S(=O)(=O)Cc2cc(F)c([N+](=O)[O-])cc2[N+](=O)[O-])cc1	2.8	9	x	-9	-53

cpd	HTR5A ag ctr	dFosB activator	PvdQ acylase	Rtt109 HAT inh	RTF Ca sens act
1	-1	2	12	17	-3
2	1	-14	-8	2	-2
3	-5	0	-9	4	-2
4	4	2	-1	1	-3
5	-1	1	-3	-2	11
6	4	-3	-13	0	-2
7	-20	28*	-13	4	2
8	2	5	2	-6	2
9	-1	-11	-14	19	-2
10	4	-3	-16	-1	-3
11	4	-4	-10	7	-1
12	-3	-6	-14	3	-4
13	-3	-1	1	5	-1
14	3	-1	-17	x	6
15	5	-7	-14	13	-6

# By substructure: those above containing a thiophene ring, fused or not.
cpd	canonical_smiles	CDK5 inh	SR-BI DiI-HDL act	Wnt bcat act	SR-BI HDL uptake	MITF act
5	S=C(NCc1cccs1)NCC1CCCO1 (stereo unspecified)	-2.6	12	-2	-12	1
7	Cc1csc2ncnc(NNC(=O)c3ccc(Cl)cc3)c12	1.2	1	1	-1	-35

cpd	HTR5A ag ctr	dFosB activator	PvdQ acylase	Rtt109 HAT inh	RTF Ca sens act
5	-1	1	-3	-2	11
7	-20	28*	-13	4	2

# (listing goes on)
cpd	canonical_smiles	CDK5 inh	SR-BI DiI-HDL act	Wnt bcat act	SR-BI HDL uptake	MITF act
16	CCN(CC)C(=O)[C@H]1CC(CC(=O)NCCCN(C)C)C(=O)N2CCc3c([nH]c4ccccc34)[C@]12C (stereo partly specified)	1.2	-5	0	5	9
17	COc1ccccc1CNC(=O)C1CCN(S(=O)(=O)N2CC(C)CC(C)C2)CC1 (stereo unspecified)	-3.7	-42	-3	42	-9
18	COc1ccc(CCNC(=O)C(=O)NCc2cccs2)cc1OC	-0.3	-2	-1	2	-7
19	CS(=O)(=O)N(Cc1ccc(C(=O)NC2CCCCC2O)cc1)c1ccccc1 (stereo unspecified)	-0.1	-11	x	11	10
20	N#Cc1ccccc1S(=O)(=O)N1CCN(C(=O)[C@H](Cc2ccccc2)NC(=O)c2ccco2)CC1	1.4	-12	-9	12	-1
21	O=C1CCC([N+](=O)[O-])C(c2cc3c(cc2Br)OCO3)N1 (stereo unspecified)	-0.2	11	1	-11	-3
22	COc1ccc(-c2nc(SC(CC(=O)NCCN3CCOCC3)c3cccs3)n[nH]2)cc1 (stereo unspecified)	-0.4	14	0	-14	-3
23	CN(c1ccccc1)S(=O)(=O)c1cccc(NC(=O)CSc2nccc(=O)[nH]2)c1	0.8	-10	-4	10	-4
24	O=C(Nc1nncs1)c1cccc(S(=O)(=O)N2CCCC2)c1	-0.7	29	-4	-29	x
25	CN(c1ccccc1)S(=O)(=O)c1cccc(NC(=O)COc2ccccc2)c1	1.9	8	-2	-8	x
26	Cc1ccc(Oc2cc(NC(=O)CCCn3nc([N+](=O)[O-])cc3C)cc([N+](=O)[O-])c2)cc1	-0.6	-6	-8	6	-11
27	O=c1[nH]c(/C(Cl)=C/c2c(F)cccc2Cl)nc2cc(Cl)ccc12	0.2	22	-3	-22	-25
28	COC(=O)c1ccccc1NC(=O)NCc1c(C)nn(C)c1C	1.7	3	-1	-3	-1
29	COc1ccc(NC(=O)CN2CCN(CC(=O)Nc3ccccc3Cl)CC2)cc1Cl	-0.9	-39	x	39	2
30	COCCn1c(SCC(=O)N2CCC(C)CC2)nc2c([nH]c3ccccc32)c1=O	-1.2	x	0	4	1

cpd	HTR5A ag ctr	dFosB activator	PvdQ acylase	Rtt109 HAT inh	RTF Ca sens act
16	5	2	-16	2	5
17	2	-6	-6	-7	1
18	0	2	3	-8	-6
19	-1	14	-11	0	5
20	0	3	5	3	-4
21	2	3	1	20	7
22	2	4	7	34	-6
23	1	-4	-6	3	-9
24	5	-6	1	29	-2
25	-1	-9	-11	-2	0
26	-3	3	1	-7	4
27	-3	-5	-4	-8	-2
28	1	2	-13	-3	13
29	0	-7	6	13	-34
30	-3	-6	-17	10	0

# (cont.)
cpd	canonical_smiles	CDK5 inh	SR-BI DiI-HDL act	Wnt bcat act	SR-BI HDL uptake	MITF act
31	CCC(=O)Nc1c(-c2ccc(Cl)cc2)c(=O)c2ccccc2n1C	1.3	12	0	-12	-4
32	Cc1nc2ccccn2c1C(=O)N/N=C/c1cc(C)n(-c2ccc(Br)cc2)c1C	-1.9	-26	0	26	-6
33	CCn1c2c(c3cc(C(=O)O)ccc31)CCCC2=O	-0.2	5	-5	-5	-3
34	C[C@H](N)C(=O)N1CCC(C(=O)N[C@@H](Cc2ccccc2)C(=O)Nc2ccc(F)cc2)CC1	-0.1	-7	-3	7	1
35	NC(=O)C[N+]1(CC#CC(O)(c2ccccc2)c2ccccc2)CCCC1	-1.0	9	-1	-9	2
36	Fc1ccccc1N1CCN(CCCNc2ccc3nncn3n2)CC1	-1.3	x	-2	x	-7
37	OCCc1c[nH]c2cc(F)ccc12	-0.6	16	1	-16	11
38	COc1cccc(NC(=O)c2cnc(SCC(=O)NCc3ccc4c(c3)OCO4)n(C)c2=O)c1	0.5	-39	1	39	10
39	O=C(O)CSc1nnc(-c2ccc3c(c2)OCO3)n1-c1ccccc1	1.4	-9	6	9	-6
40	CN1CCN(CC(=O)Nc2ccccc2C(F)(F)F)CC1	-0.9	-6	-2	6	7
41	CCOC(=O)NNC(=O)NCCCCCCNC(=O)NNC(=O)OCC	0.3	11	4	-11	x
42	Cc1ccc(NCc2cccnc2)c(Br)c1	-0.3	-4	2	4	6
43	O=C(CSc1nc2ccccc2s1)NCc1ccc2c(c1)OCO2	0.3	-6	0	6	-9
44	CC(=O)NC(CC(=O)NCC(=O)Nc1ccc(F)c(F)c1)c1ccccc1 (stereo unspecified)	-2.6	0	8	0	0

cpd	HTR5A ag ctr	dFosB activator	PvdQ acylase	Rtt109 HAT inh	RTF Ca sens act
31	5	-2	8	20	1
32	-6	4	-1	-1	-6
33	-1	-4	-4	-17	-2
34	5	-1	-3	1	9
35	0	-7	7	2	-6
36	8	-3	-12	5	7
37	-3	-5	-10	3	1
38	-1	-7	-1	-8	-1
39	8	0	-3	1	2
40	4	6	-2	-13	1
41	-2	1	-4	2	-3
42	2	2	3	5	-5
43	1	-7	-10	6	-7
44	3	-8	-17	1	-1

# Some of these compounds in order of heavy-atom count, low to high.
cpd	canonical_smiles	CDK5 inh	SR-BI DiI-HDL act	Wnt bcat act	SR-BI HDL uptake	MITF act
37	OCCc1c[nH]c2cc(F)ccc12	-0.6	16	1	-16	11
42	Cc1ccc(NCc2cccnc2)c(Br)c1	-0.3	-4	2	4	6
33	CCn1c2c(c3cc(C(=O)O)ccc31)CCCC2=O	-0.2	5	-5	-5	-3
40	CN1CCN(CC(=O)Nc2ccccc2C(F)(F)F)CC1	-0.9	-6	-2	6	7
27	O=c1[nH]c(/C(Cl)=C/c2c(F)cccc2Cl)nc2cc(Cl)ccc12	0.2	22	-3	-22	-25
31	CCC(=O)Nc1c(-c2ccc(Cl)cc2)c(=O)c2ccccc2n1C	1.3	12	0	-12	-4
39	O=C(O)CSc1nnc(-c2ccc3c(c2)OCO3)n1-c1ccccc1	1.4	-9	6	9	-6
41	CCOC(=O)NNC(=O)NCCCCCCNC(=O)NNC(=O)OCC	0.3	11	4	-11	x
44	CC(=O)NC(CC(=O)NCC(=O)Nc1ccc(F)c(F)c1)c1ccccc1 (stereo unspecified)	-2.6	0	8	0	0
32	Cc1nc2ccccn2c1C(=O)N/N=C/c1cc(C)n(-c2ccc(Br)cc2)c1C	-1.9	-26	0	26	-6
29	COc1ccc(NC(=O)CN2CCN(CC(=O)Nc3ccccc3Cl)CC2)cc1Cl	-0.9	-39	x	39	2
34	C[C@H](N)C(=O)N1CCC(C(=O)N[C@@H](Cc2ccccc2)C(=O)Nc2ccc(F)cc2)CC1	-0.1	-7	-3	7	1
38	COc1cccc(NC(=O)c2cnc(SCC(=O)NCc3ccc4c(c3)OCO4)n(C)c2=O)c1	0.5	-39	1	39	10

cpd	HTR5A ag ctr	dFosB activator	PvdQ acylase	Rtt109 HAT inh	RTF Ca sens act
37	-3	-5	-10	3	1
42	2	2	3	5	-5
33	-1	-4	-4	-17	-2
40	4	6	-2	-13	1
27	-3	-5	-4	-8	-2
31	5	-2	8	20	1
39	8	0	-3	1	2
41	-2	1	-4	2	-3
44	3	-8	-17	1	-1
32	-6	4	-1	-1	-6
29	0	-7	6	13	-34
34	5	-1	-3	1	9
38	-1	-7	-1	-8	-1
